Compound activity (PubChem)
HTRA1 inh: HTRA1 (human) protease inhibition. inhibition, % at 5.96 µM. 0.5% of 340,000 active. recombinant HTRA1, FP-rhodamine activity-based probe, fluorescence polarization; in the data active = inhibition above about 36%;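 also: 0% = enzyme with DMSO and 100% = wells lacking enzyme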
rCAG binder: molecules binding r(CAG) RNA repeats | r(CAG) RNA repeat, TO-PRO-1 dye displacement fluorescence | inhibition, % at 3 µM | 1.3% of 370,000 active;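 active = inhibition above the plate cutoff, the mean of all test compounds on that plate plus 3 SD, cut at about 35% in these data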;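 also: 0% = DMSO alone and 100% = 100 µM mitoxantrone as full dye displacement; higher means more dye released from RNA so lower well fluorescence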
GC-A act: GC-A (human) enzyme activation; HEK293 GC-A cells, cGMP TR-FRET, EC30 ANP; 0% at EC30 ANP, 100% saturating ANP; activation, % at 10 µM; 0.14% of 370,000 active; P16066; in the data active = activation above about 40%
Target sequence (P16066 whole entry, looked up): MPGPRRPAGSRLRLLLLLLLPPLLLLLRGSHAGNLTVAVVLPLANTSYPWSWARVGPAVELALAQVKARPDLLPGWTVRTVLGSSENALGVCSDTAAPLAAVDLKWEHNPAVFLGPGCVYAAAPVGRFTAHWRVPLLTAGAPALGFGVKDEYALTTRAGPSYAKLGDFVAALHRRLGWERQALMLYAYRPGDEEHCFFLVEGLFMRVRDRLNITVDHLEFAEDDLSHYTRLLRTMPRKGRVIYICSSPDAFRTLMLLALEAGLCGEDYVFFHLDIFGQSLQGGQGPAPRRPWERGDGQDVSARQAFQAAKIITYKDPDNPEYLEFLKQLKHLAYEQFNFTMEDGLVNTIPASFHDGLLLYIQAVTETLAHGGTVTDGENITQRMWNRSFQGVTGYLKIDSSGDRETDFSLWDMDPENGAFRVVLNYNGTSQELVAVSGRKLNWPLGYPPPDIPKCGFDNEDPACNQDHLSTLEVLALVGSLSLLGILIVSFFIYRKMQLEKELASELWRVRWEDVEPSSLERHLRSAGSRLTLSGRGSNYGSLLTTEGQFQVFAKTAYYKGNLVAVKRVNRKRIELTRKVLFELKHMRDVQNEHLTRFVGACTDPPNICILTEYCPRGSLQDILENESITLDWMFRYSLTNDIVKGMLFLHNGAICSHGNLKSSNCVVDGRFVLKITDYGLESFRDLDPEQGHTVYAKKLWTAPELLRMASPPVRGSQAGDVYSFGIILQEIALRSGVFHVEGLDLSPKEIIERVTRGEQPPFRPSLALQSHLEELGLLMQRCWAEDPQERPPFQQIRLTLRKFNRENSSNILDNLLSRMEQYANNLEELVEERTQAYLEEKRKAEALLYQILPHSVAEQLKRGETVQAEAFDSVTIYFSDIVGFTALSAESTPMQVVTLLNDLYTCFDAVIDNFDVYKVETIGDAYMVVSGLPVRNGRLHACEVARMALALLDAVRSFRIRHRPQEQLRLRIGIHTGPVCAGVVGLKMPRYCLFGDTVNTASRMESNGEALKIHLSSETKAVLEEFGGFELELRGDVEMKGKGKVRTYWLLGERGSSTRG
Rev-erbA mod: modulators of human Rev-erb alpha DNA binding; P20393; Rev-erbα–FITC-DNA binding, fluorescence polarization, 90 min; activity, % at 10 µM; 0.79% of 370,000 active; AID 1259318;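 active = activity above about 14%, limit read from the data; passing the limit was not always enough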;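 also: 0% = DMSO wells with 35 nM protein and 100% = DMSO wells with 750 nM protein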
SMARCA2 activ: SMARCA2 function activation, primary screen | MG213 cells, MMTV-luciferase reporter, dexamethasone, overnight | activation, % at 9.1 µM | 1% of 370,000 active | AID 652017; in the data active = activation above about 7.8%;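 also: 0% = vehicle wells and 100% = reference activator wells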
ABHD4 inh: inhibitors of mouse ABHD4; Q8VD66; purified mABHD4, FP-Rh probe fluorescence polarization; inhibition, % at 8.92 µM; 0.54% of 370,000 active;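 active = inhibition exceeding the mean over every tested compound plus 3 SD, cut at about 30% in these data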;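 also: 0% = plate median of compound wells and 100% = S159A mutant with DMSO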
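Doses – 8.92 µM, single dose · Material – wild-type mouse ABHD4 protein · Replication – single well per compound (singlicate) · Measure – percent inhibition of probe binding, normalized to plate controls · Schedule – 45 min compound pre-incubation plus 60 min probe step, 25 °C · Detection – fluorescence polarization with parallel and perpendicular emission, 525/598 nm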
GC-B act: GC-B (human) receptor activation | AID 1920062 | HEK293-GC-B cells, CNP EC30, cGMP TR-FRET; 0% at EC30 CNP, 100% saturating CNP | 0.11% of 370,000 active | activation, % at 10 µM;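 active = activation at 10 µM reaching about 35% in either raw or pattern-adjusted values, limit read from the data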
ARFGAP1 inh: inhibitors of rat ARFGAP1. Arfgap1-stimulated ARF1 GTP hydrolysis, GDP FP detection. inhibition, % at 16.5 µM. 0.26% of 360,000 active. AID 651572;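 active = inhibition above a per-plate limit, mean inhibition of low control wells plus 3 SD, cut at about 25% in these data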;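 also: 0% = DMSO wells with enzyme and 100% = wells lacking Arfgap1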
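material = rat Arfgap1 catalytic domain, aa 1-136 | also added = human ARF1(Δ1-17)-GTP substrate | compound dosing = one concentration, 16.5 µM, DMSO 1.26% | times = GTP hydrolysis reaction 2 h at 25 °C | measured by = FP, GDP Alexa 633 tracer displaced from anti-GDP antibody, 620/688 nm | evaluation = percent inhibition of Arfgap1-stimulated GTP hydrolysis | replication = single well per compound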
ASAP1 GAP inh: inhibitors of human ASAP1 ArfGAP activity. Q9ULH1. ASAP1-stimulated ARF1 GTP hydrolysis, GDP FP detection. inhibition, % at 16.5 µM. 0.19% of 360,000 active; in the data active = inhibition above about 25%;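 also: 0% = vehicle with enzyme and substrate and 100% = no enzyme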
PG9 Ab binder: binds the HIV-1 gp120 antibody PG9; TR-FRET gp120-PG9 antibody binding; 0.43% of 360,000 active; AID 624416; inhibition, % at 6.7 µM; in the data active = inhibition above about 8.5%
An asterisk follows results filed as active; / = no result given.

SMILES	HTRA1 inh	rCAG binder	GC-A act	Rev-erbA mod	SMARCA2 activ	ABHD4 inh	GC-B act	ARFGAP1 inh	ASAP1 GAP inh	PG9 Ab binder
O=C(CSc1nnc(NC(=O)c2c(F)cccc2F)s1)Nc1ccccc1F	-2.8	6.8	-3.0	-6.4	2.3	-6.8	-0.9	12.7	2.3	-0.7
c1ccc2cc(Cn3ccc4ccc(-c5ccc6cc[nH]c6c5)cc43)ccc2c1	/	30.4	2.1	6.8	-0.3	25.0	7.9	/	/	/
COc1ccc(NC(=O)N2CCN(S(C)(=O)=O)CC2)cc1	-3.1	1.0	7.9	-0.9	0.1	5.5	3.0	-1.8	-10.7	-0.8
O=C(O)CNC(=O)/C=C/c1ccc(Cl)cc1Cl	-3.9	3.0	-0.6	4.2	4.9	7.2	1.7	-7.5	-8.7	1.6
CCN(CC)CCCN1C=C2C(=O)C(C)(OC(=O)C3CCCC3)C(=O)C=C2C=C1c1ccsc1 (centres undefined)	22.8	20.7	0.8	-4.7	0.8	20.0	0.2	5.4	16.4	-0.2
Cc1ccc(-n2c(C)cc3c2CCCC3=O)cc1	10.2	-3.2	-0.2	1.1	-4.7	14.8	-0.3	-2.5	7.7	2.4
O=C(Nc1ccc(Cl)cc1C(=O)NCCN1CCOCC1)c1ccco1	0.1	-2.3	0.2	3.8	-3.2	-2.2	6.7	14.9	-15.1	-0.2
CCOC(=O)c1cc(C#N)c(N2CCN(c3ccc(OC)cc3)CC2)[nH]c1=O	-0.9	-0.8	-1.9	2.8	-5.0	4.6	5.2	6.7	0.6	-2.3
CCCn1c(C)cc(/C=C(\C#N)C(=O)OCC(=O)Nc2cc(OC)c(OC)c(OC)c2)c1C	4.4	2.5	4.2	-1.5	-0.7	3.9	-1.1	7.8	-4.3	-0.3
c1ccc2c(c1)nnn2-c1ncnc2sc3c(c12)CCCC3	-10.9	0.6	-4.8	1.2	0.5	-6.4	0.9	-0.8	4.8	-1.4
CCC1(C)NC(=O)N(CC(=O)NCC(=O)Nc2c(C)cc(C)cc2C)C1=O (centres undefined)	-8.1	-0.8	1.6	-0.2	3.2	3.6	-3.6	-0.6	-1.7	-2.7
Cc1cccc(NS(=O)(=O)c2ccccc2)n1	2.9	-1.6	4.2	-3.2	-2.2	2.9	1.6	-3.7	8.2	0.9

More structures
SMILES	HTRA1 inh	rCAG binder	GC-A act	Rev-erbA mod	SMARCA2 activ	ABHD4 inh	GC-B act	ARFGAP1 inh	ASAP1 GAP inh	PG9 Ab binder
CSc1nncn1/N=C/c1ccc2c(c1)OCO2	6.1	2.1	2.3	7.9	0.0	-4.8	1.5	-4.9	-6.9	-1.2
COc1cc(C(=O)Nc2ccc(C)c(S(=O)(=O)N(C)C)c2)ccc1OCC(=O)N1CCOCC1	-6.8	11.2	1.2	1.6	2.1	-4.9	5.3	2.0	4.8	-3.9
CCOc1ccccc1CN1CCNC(=O)C1CC(=O)N(C)Cc1nonc1C (centres undefined)	2.6	-3.0	5.4	5.4	1.9	3.3	-5.9	-11.6	-10.9	-1.4
CC(C)CNc1cccc2c1S(=O)(=O)N(Cc1cn(Cc3ccc(F)cc3)nn1)Cc1ccccc1O2	/	8.3	-2.2	0.6	-4.6	21.7	1.9	/	/	/
O=C(NCc1ccco1)c1nc(-c2ccc(F)cc2)no1	-0.2	-7.4	-1.1	-2.7	-1.1	-1.0	-4.0	10.9	4.7	-0.2
CCCCN(C)CCNC(=O)c1c[nH]c2ccc(S(=O)(=O)N(CC)CC)cc2c1=O	0.3	4.2	2.6	-2.5	-0.8	1.0	7.2	-5.6	-4.9	-2.3
CC1(C)CC(NC(=O)c2ccc(Cl)c(S(=O)(=O)N(Cc3ccccc3)c3ccccc3)c2)CC(C)(C)N1	-32.7	11.1	-12.5	-1.0	-0.4	13.8	-6.6	13.1	-5.3	0.2
CCCNC(=O)CN1C(=O)NC(c2ccccc2)(c2ccccc2)C1=O	7.1	-2.1	-4.0	-1.3	-2.2	-4.8	0.4	20.2	11.5	1.4
CCN1CCCCC(NC(=O)c2ccccc2OC)C1=O (centres undefined)	/	1.0	-1.4	-0.4	-2.5	-2.3	9.2	/	/	/
COCCN1CC(=O)N(c2cccc(C)c2C)C(c2ccc(Cl)cc2)C1=O (centres undefined)	5.0	-10.1	-22.7	-0.1	-1.4	3.9	-16.1	-1.9	-7.8	0.5
O=C(CNC(=O)c1ccc(=O)[nH]c1)Nc1ccc(F)c(F)c1	4.9	0.4	1.8	6.7	-1.1	-1.9	-3.2	2.9	-10.5	-1.0
c1ccc(C[C@H]2CN=C(Nc3ccccc3)N2CCC2CCCC2)cc1	-9.2	5.8	-9.4	-1.3	0.6	5.5	-13.9	2.5	0.5	-1.2

Other structures follow.
SMILES	HTRA1 inh	rCAG binder	GC-A act	Rev-erbA mod	SMARCA2 activ	ABHD4 inh	GC-B act	ARFGAP1 inh	ASAP1 GAP inh	PG9 Ab binder
COc1cc(Cl)c(CNC[C@H]2O[C@@H](n3cnc4c(=O)[nH]c(N)nc43)[C@H](O)[C@@H]2O)c(Cl)c1O	/	1.2	23.0	-1.2	-2.3	4.9	21.8	-3.1	-1.1	-1.5
Cc1cccc(C(C)C)c1NC(=O)C(C)OC(=O)Cn1cnc2c1c(=O)n(C)c(=O)n2C (centres undefined)	-1.5	-4.6	-4.6	-3.4	1.4	3.7	1.8	-4.8	11.0	-0.1
Cc1csc(NC(=O)c2cc3c(s2)-c2ccccc2OC3)n1	-13.4	12.1	-3.4	5.1	-2.0	-4.4	-15.8	-1.0	10.2	-0.7
O=C(NCCO)C(=O)Nc1cc2c3c(c1)CC(=O)N3CCC2	1.9	5.3	0.8	1.4	-0.6	4.9	-8.4	-3.8	2.4	-1.3
COc1ccc(N2C(=O)C3CCCN3C2c2cccc(Br)c2)cc1 (centres undefined)	7.5	3.8	-22.0	-3.0	0.0	1.2	-17.2	-3.7	-5.6	2.4
COC(=O)CNC(=O)c1nn(-c2cccc(OC)c2)c(=O)c2ccccc12	12.6	-2.9	-3.0	0.7	-0.4	-2.2	0.9	-15.8	15.9	0.2
Cc1cc2nc(C)c3c(n2n1)CCC3	-1.6	0.9	9.3	-3.3	-1.2	4.9	-1.4	12.1	-2.9	-1.0
Cc1cc(=O)cc(C)n1-c1ccc(Br)cc1	5.8	0.2	-6.5	0.5	-1.1	-3.6	0.1	-10.5	-9.1	-1.5
CCOC(=O)Cn1c(=O)oc2cc(S(=O)(=O)N3CCn4c3nc3ccccc34)ccc21	1.4	2.7	14.3	-8.5	-1.4	-2.8	2.5	-8.0	3.7	-0.7
CCC(C)(C)NC(=O)C(c1cccc(OC)c1OC)N(Cc1ccccc1)C(=O)CCC(=O)Nc1cc(C)on1 (centres undefined)	-5.4	-7.6	-7.0	1.3	-0.3	-1.8	0.5	-1.1	-8.0	-0.4
CCOC(=O)c1c(N2CCCCC2)c2ccccc2[nH]c1=O	2.8	-3.0	-1.6	4.2	-0.3	9.6	0.2	-4.2	1.9	-0.4
CC(CCc1ccccc1)NC(=O)c1cccc([N+](=O)[O-])c1 (centres undefined)	1.6	4.7	1.7	-7.0	-2.5	-0.1	1.0	-4.5	0.6	1.1

Random excerpt: three records from the list.
SMILES	HTRA1 inh	rCAG binder	GC-A act	Rev-erbA mod	SMARCA2 activ	ABHD4 inh	GC-B act	ARFGAP1 inh	ASAP1 GAP inh	PG9 Ab binder
O=C(CNC(=O)c1ccc(=O)[nH]c1)Nc1ccc(F)c(F)c1	4.9	0.4	1.8	6.7	-1.1	-1.9	-3.2	2.9	-10.5	-1.0
CCN(CC)CCCN1C=C2C(=O)C(C)(OC(=O)C3CCCC3)C(=O)C=C2C=C1c1ccsc1 (centres undefined)	22.8	20.7	0.8	-4.7	0.8	20.0	0.2	5.4	16.4	-0.2
CC(C)CNc1cccc2c1S(=O)(=O)N(Cc1cn(Cc3ccc(F)cc3)nn1)Cc1ccccc1O2	/	8.3	-2.2	0.6	-4.6	21.7	1.9	/	/	/

Later entries
SMILES	HTRA1 inh	rCAG binder	GC-A act	Rev-erbA mod	SMARCA2 activ	ABHD4 inh	GC-B act	ARFGAP1 inh	ASAP1 GAP inh	PG9 Ab binder
Cc1ccc(-c2noc(CCCC(=O)NCC3CCCO3)n2)cc1 (centres undefined)	-1.7	-6.7	-3.1	-4.6	-6.5	6.3	0.3	14.7	13.8	0.8
CCOc1cc(/C=N/Nc2ncnc(Cl)c2N)ccc1O	0.0	1.4	-3.7	-1.3	-0.9	10.3	-0.8	-2.5	-3.6	-10.3
COc1cc(OC)c(N2CC(C(=O)Nc3cccc(C(=O)NC4CC4)c3)CC2=O)cc1Cl (centres undefined)	6.5	-3.0	2.1	0.1	-3.0	2.0	2.3	-15.0	5.4	-0.1
CCOc1ccccc1N(CC(=O)N1CCCCCC1)S(C)(=O)=O	0.9	-5.2	1.9	-8.0	-1.8	3.7	-5.1	6.2	-13.4	-1.5
O=C(NCc1ccc2c(c1)OCO2)c1ccc(Cl)c(S(=O)(=O)N2CCOCC2)c1	-3.3	-1.5	1.4	-0.6	2.4	-2.0	-1.9	5.7	9.1	0.0
OCC[C@@H]1C[C@H](O)[C@@H](O)[C@]2(CCCc3ccccc3O2)O1	1.0	-0.4	1.7	0.4	0.9	2.5	2.3	5.2	-3.3	-3.6
O=C(NC1(C(=O)NC2CCCC2)CCCCC1)c1ccc2c(c1)OCO2	1.0	9.2	1.4	2.4	-3.3	3.9	2.0	1.9	-10.5	0.9
Cc1cc(NS(=O)(=O)c2ccc(NC(=S)Nc3ccc(Cl)cc3C)cc2)no1	2.4	-0.2	-5.0	1.2	2.8	6.8	-0.3	-9.3	-6.1	-2.7
COc1ccccc1S(=O)(=O)Cc1ccc(C(=O)NCc2ccc3c(c2)OCO3)o1	8.4	4.0	0.0	4.3	-0.1	-0.7	-5.6	2.9	-2.4	0.3
Cc1cc(C)cc(-c2nnc(SCC(=O)c3ccc4c(c3)OCCO4)o2)c1	3.2	3.5	-0.1	22.5	7.2	-2.8	-0.5	5.5	3.4	-0.9
N#Cc1c(-c2ccc(F)cc2)nc2n(c1=O)CCS2	-4.2	4.9	-1.5	-1.9	1.0	-4.5	-4.1	-7.7	-6.2	-2.6
Brc1cccc(-c2nnc3sc(CN4CCC5(CC4)OCCO5)cn23)c1	-1.1	-4.2	1.6	0.6	1.0	-1.8	-6.7	4.6	-3.4	0.3

(more compounds)
SMILES	HTRA1 inh	rCAG binder	GC-A act	Rev-erbA mod	SMARCA2 activ	ABHD4 inh	GC-B act	ARFGAP1 inh	ASAP1 GAP inh	PG9 Ab binder
Cc1ccc([C@@H]2[C@@H]3C(=O)N(c4ccccc4)C(=O)[C@@H]3[C@]3(C)C(=O)N(Cc4ccc(-c5ccccc5)cc4)CC(=O)N23)o1	-18.1	10.9	49.1*	0.7	0.8	-0.1	0.3	-6.1	-7.8	0.7
Cc1ccc(C)c(SCC(=O)Nc2ccc(C)c(S(=O)(=O)N3CCOCC3)c2)c1	-13.2	1.6	-0.4	5.3	-2.1	-2.9	2.6	-9.4	8.3	-1.2
O=C(COC(=O)c1nc(Cl)ccc1Cl)NCc1ccc(Cl)cc1	-4.1	5.4	-2.6	2.7	-0.4	-5.7	-5.1	2.7	-5.1	-1.0
Cc1ccc(-c2nn(C)c(=O)c3ccccc23)cc1CN1CCCCC1	-4.8	-5.2	4.8	0.9	-1.5	9.3	0.4	6.0	-0.6	-0.3
CCOC(=O)c1ccc(Cn2c(-c3ccccc3)nnc2-c2ccccc2)o1	-34.7	-3.5	-3.3	-1.2	2.0	-9.6	-4.0	11.4	-8.5	-1.0
